HTR5A ag: counter-screen for OPRM1-OPRD1 agonists: human HTR5A agonism | activation, % at 9.3 µM | P47898 | HTR5A agonist assay, luminescence, cell-based | hit rate 0.61% among 340,000; in the data active = activation mostly above about 9.5%, no sharp cut-off; inactive = mostly below about 7.6%;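 note: 0% = cells with vehicle only and 100% = reference agonist; strong numbers were not always called active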
V-ATPase pH: alters yeast V-ATPase proton transport; response, % at 10 µM; S. cerevisiae, pHLuorin cytosolic pH fluorescence; AID 504577; hit rate 0.37% among 350,000; in the data active = response mostly above about 7.3%, no sharp cut-off; inactive = mostly below about 5.4%; note: actives read high; inactives centre near 0; some compounds called inactive have numbers as strong as hits; reference of the scale not given here
HTR5A inv ctr: counter-screen for OPRM1-OPRD1 inverse agonists: human HTR5A inverse agonism; P47898; hit rate 0.083% among 340,000; HTR5A cell line, luminescence; inhibition, % at 9.3 µM; AID 504634; in the data active = inhibition mostly above about 23%, no sharp cut-off; inactive = mostly below about 18%;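 note: 0% = cells with DMSO and 100% = no-cell wells with DMSO; some compounds called inactive have numbers as strong as hits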
NSD2 inh: NSD2 (human) methyltransferase inhibition; NSD2 peptide methylation, AlphaScreen, 120 min; inhibition, % at 12.5 µM; hit rate 0.54% among 310,000; AID 743445; O96028; in the data active = inhibition above about 50%
CDK5 p35 inh: CDK5/p35 (human) kinase inhibition. hit rate 0.01% among 330,000. AID 488839. Q00535+Q15078. inhibition, % at 10 µM. Recombinant CDK5/p35, ADP-Glo luminescence, 60 min;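 active = highest replicate inhibition of at least 50% and at least 75% of replicates reaching 50%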;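 note: plate controls were DMSO neutral control for no effect and GW8510 at 10 µM for full effect; many of its hits are not listed in these tables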
Target sequence (Q00535 whole entry, looked up): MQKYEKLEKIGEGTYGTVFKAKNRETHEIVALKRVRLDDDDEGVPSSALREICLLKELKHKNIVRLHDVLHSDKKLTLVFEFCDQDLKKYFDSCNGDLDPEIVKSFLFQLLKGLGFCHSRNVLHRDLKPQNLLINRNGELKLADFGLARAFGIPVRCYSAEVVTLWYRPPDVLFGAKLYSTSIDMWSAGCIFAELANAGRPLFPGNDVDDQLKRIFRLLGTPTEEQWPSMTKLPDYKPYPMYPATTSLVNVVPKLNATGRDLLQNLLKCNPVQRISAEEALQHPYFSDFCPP
Target sequence (Q15078 whole entry, looked up): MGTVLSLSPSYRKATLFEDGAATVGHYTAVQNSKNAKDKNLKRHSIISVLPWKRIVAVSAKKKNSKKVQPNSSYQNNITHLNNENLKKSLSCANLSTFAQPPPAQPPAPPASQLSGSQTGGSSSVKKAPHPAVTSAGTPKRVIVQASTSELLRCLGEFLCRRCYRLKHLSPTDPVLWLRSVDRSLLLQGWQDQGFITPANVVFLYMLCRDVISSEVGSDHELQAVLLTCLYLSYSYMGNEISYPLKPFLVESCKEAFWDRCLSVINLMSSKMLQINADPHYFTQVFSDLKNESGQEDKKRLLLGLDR
dFosB activator: enhances mouse delta FosB homodimer DNA binding | P13346 | purified delta FosB, TAMRA-CDK5 oligo fluorescence polarization; percent of positive-control signal above neutral wells | activation, % at 25 µM | hit rate 0.99% among 340,000;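 active = mean activation above about 17%, with every replicate also reaching it, limit read from the data, passing the limit was not always enough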;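 note: fluorescence polarization rise as delta FosB binds a TAMRA Cdk5 AP-1 oligo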
PvdQ inh: blocks Pseudomonas aeruginosa PvdQ acylase activity | inhibition, % at 10 µM | hit rate 0.063% among 340,000 | purified PvdQ acylase, fluorescence plate reader; in the data active = inhibition above about 30%, passing the limit was not always enough;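 note: 0% = vehicle neutral wells and 100% = reference inhibitor wells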
MITF TRPM1 HTS: increases MITF-driven TRPM1 promoter luciferase signal | AID 588334 | hit rate 0.75% among 300,000 | activation, % at 12.5 µM | SK-MEL-5 TRPM1-promoter luciferase, 24 h; % of positive control, neutral wells = 0;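 active = mean activation of at least 80% with every replicate also reaching 80%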;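 note: 0% = neutral control wells and 100% = parthenolide positive control wells; values of inactives mirror those of a sister screen read the other way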
Wnt bcat act: Wnt/beta-catenin pathway activation; hit rate 1.2% among 300,000; Wnt/beta-catenin reporter cell assay, activator, plate reader; activation, % at 9.35 µM; in the data active = activation above about 30%, passing the limit was not always enough;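 note: 0% = neutral control wells and 100% = positive control wells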
SR-BI DiI inh: blocks mouse SR-BI lipid uptake from DiI-HDL | Q61009 | ldlA[mSR-BI] CHO cells, DiI-HDL uptake fluorescence, 3 h | inhibition, % at 12.5 µM | hit rate 0.96% among 320,000 | AID 488896;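 active = mean replicate inhibition of at least 70% and a set share of replicates each scoring 70 or more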;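 note: 0% = median of neutral control wells and 100% = median of positive control wells; values of inactives mirror those of a sister screen read the other way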
An asterisk follows results filed as active; / = not tested or not shown.

Labels used below – A = HTR5A ag; B = V-ATPase pH; C = HTR5A inv ctr; D = NSD2 inh; E = CDK5 p35 inh; F = dFosB activator; G = PvdQ inh; H = MITF TRPM1 HTS; I = Wnt bcat act; J = SR-BI DiI inh
(1) O=C(NCCC1CCCCN1S(=O)(=O)c1ccc(Cl)cc1)C(=O)NCc1cccnc1 (centres undefined)
  A: 6; B: -2; C: -17; D: 0; E: -1.7; F: -8; G: -6; H: -3; I: 0; J: -45

(2) Cc1cc(C(=O)N2CCN(C(=O)c3ccco3)CC2)ccc1[N+](=O)[O-]
  A: 5; B: -2; C: -13; D: -3; E: -3.2; F: -4; G: -9; H: 8; I: -1; J: -12

(3) Cc1ccc(NS(=O)(=O)c2ccc(C(=O)Nc3nncs3)cc2)cc1
  A: 1; B: -2; C: -6; D: 3; E: 2.0; F: 9; G: -22; H: -6; I: -2; J: -9

(4) Cc1ccc(F)cc1NC(=O)COC(=O)c1ccc2ncsc2c1
  A: 6; B: -1; C: -17; D: -6; E: 0.5; F: 5; G: 3; H: 4; I: -1; J: -2

(5) O=C(O)c1cnn2c(C(F)F)cc(C3CC3)nc12
  A: -7; B: 1; C: 15; D: -7; E: -1.9; F: 2; G: -5; H: -4; I: /; J: -25

(6) CCS(=O)(=O)N1N=C(c2cccc(NS(C)(=O)=O)c2)CC1c1ccc(C)cc1 (centres undefined)
  A: 0; B: 1; C: 1; D: 0; E: -0.1; F: 10; G: -6; H: 8; I: 1; J: -13

(7) O=C(/C=C1\C(=O)Nc2ccccc21)/C=C1\C(=O)Nc2ccccc21
  A: 5; B: -2; C: -18; D: 1; E: 0.9; F: -21; G: -10; H: -46; I: 1; J: -8

(8) COc1ccccc1NC(=O)C1CCN(S(=O)(=O)c2cccs2)CC1
  A: -1; B: -6; C: 3; D: 0; E: 1.4; F: 6; G: 3; H: 4; I: -6; J: 2

(9) COc1ccc(OC)c(NC(=O)c2ccc(CN3CCc4ccccc4C3)cc2)c1
  A: 1; B: -4; C: -5; D: -3; E: 1.0; F: 0; G: 3; H: -4; I: 0; J: 39

(10) COc1ccccc1S(=O)(=O)Cc1ccc(C(=O)NCCCN2CCN(c3ccc(F)cc3)CC2)o1
  A: -1; B: 0; C: -3; D: -2; E: -0.9; F: -7; G: 4; H: -2; I: 2; J: 22

(11) CCN(CC1COc2ccccc2O1)C(=S)NCCCN(C)C (centres undefined)
  A: 2; B: 5; C: -6; D: 11; E: -1.4; F: -4; G: -15; H: 2; I: 0; J: -4

(12) O=C(Oc1ccc(C(=S)N2CCC(O)CC2)cc1)c1ccc(Cl)cc1
  A: 2; B: -1; C: -1; D: 0; E: 0.5; F: -7; G: -16; H: -1; I: -2; J: 3

(13) CCCC(=O)N1CCc2[nH]c3ccccc3c2C1
  A: 6; B: 0; C: -18; D: 12; E: 0.1; F: -6; G: -5; H: /; I: /; J: /

(14) Nc1ccc(N2CCOCC2)c2nonc12
  A: 0; B: 0; C: 0; D: /; E: -0.9; F: -4; G: -12; H: -17; I: -1; J: 19

(15) Cc1nc2ccc(N)cc2s1
  A: 2; B: 1; C: -7; D: /; E: -2.9; F: 1; G: -12; H: 5; I: -3; J: 9

(16) COc1ccc(S(=O)(=O)Nc2cccc3ccc(O)cc23)cc1
  A: 1; B: -4; C: 6; D: -2; E: -1.4; F: -1; G: 2; H: /; I: -11; J: 10

(17) COc1ccc(NS(=O)(=O)c2cccc(C(=O)OCC(=O)Nc3cc(C)on3)c2)cc1
  A: -2; B: 12; C: -11; D: -2; E: -0.5; F: 20*; G: 8; H: -7; I: 14; J: 12

(18) Cc1coc(C)c1C(=O)CC1(O)C(=O)N(Cc2ccccc2)c2ccccc21 (centres undefined)
  A: 1; B: 3; C: 7; D: 0; E: -0.2; F: -12; G: 17; H: /; I: 19; J: 21

(19) COc1cc(Cl)c(C)cc1NC(=O)c1ccccc1-n1cnnn1
  A: 4; B: 0; C: -16; D: -1; E: 0.3; F: -2; G: -4; H: -2; I: 1; J: 61

(20) O=P1(NC2CCCCC2)OCC2(CO1)COP(=O)(NC1CCCCC1)OC2 (centres undefined)
  A: -1; B: -1; C: 5; D: -1; E: 0.9; F: -7; G: -8; H: 5; I: -2; J: 11

(21) CNC(=S)Nc1cccc(S(=O)(=O)NC2=NCCC2)c1
  A: 7; B: 2; C: -18; D: -5; E: -3.4; F: -7; G: -15; H: 0; I: 0; J: -11

(22) Cc1cc(C)nc(N(C#N)CC(=O)Nc2ccccc2)n1
  A: 0; B: -1; C: -10; D: -2; E: 0.6; F: -7; G: -1; H: 17; I: /; J: -17

(23) CC1C(=O)Nc2ccc(S(=O)(=O)NCCc3ccc(Cl)cc3)cc2NC1=O (centres undefined)
  A: -1; B: -1; C: 19; D: /; E: -0.1; F: -3; G: -9; H: -1; I: 0; J: -16

(24) COC(=O)c1ccc(CSc2ccc3nnc(-c4ccccc4)n3n2)o1
  A: 9; B: 5; C: -25; D: /; E: -3.2; F: -35; G: -15; H: 17; I: /; J: 8

(25) CC1(C)SC(=S)N(Cc2ccc3c(c2)OCO3)C1N(O)C(=O)NC1CCCCC1 (centres undefined)
  A: -1; B: -4; C: -18; D: 0; E: -1.0; F: -1; G: -8; H: 19; I: -3; J: 13

Some of the entries so far, with two lines to a compound.
Results follow in this order: HTR5A ag | V-ATPase pH | HTR5A inv ctr | NSD2 inh | CDK5 p35 inh | dFosB activator | PvdQ inh | MITF TRPM1 HTS | Wnt bcat act | SR-BI DiI inh
1: O=C(NCCC1CCCCN1S(=O)(=O)c1ccc(Cl)cc1)C(=O)NCc1cccnc1 (centres undefined)
    6 | -2 | -17 | 0 | -1.7 | -8 | -6 | -3 | 0 | -45
2: Cc1cc(C(=O)N2CCN(C(=O)c3ccco3)CC2)ccc1[N+](=O)[O-]
    5 | -2 | -13 | -3 | -3.2 | -4 | -9 | 8 | -1 | -12
3: Cc1ccc(NS(=O)(=O)c2ccc(C(=O)Nc3nncs3)cc2)cc1
    1 | -2 | -6 | 3 | 2.0 | 9 | -22 | -6 | -2 | -9
4: Cc1ccc(F)cc1NC(=O)COC(=O)c1ccc2ncsc2c1
    6 | -1 | -17 | -6 | 0.5 | 5 | 3 | 4 | -1 | -2
5: O=C(O)c1cnn2c(C(F)F)cc(C3CC3)nc12
    -7 | 1 | 15 | -7 | -1.9 | 2 | -5 | -4 | / | -25
6: CCS(=O)(=O)N1N=C(c2cccc(NS(C)(=O)=O)c2)CC1c1ccc(C)cc1 (centres undefined)
    0 | 1 | 1 | 0 | -0.1 | 10 | -6 | 8 | 1 | -13
7: O=C(/C=C1\C(=O)Nc2ccccc21)/C=C1\C(=O)Nc2ccccc21
    5 | -2 | -18 | 1 | 0.9 | -21 | -10 | -46 | 1 | -8
8: COc1ccccc1NC(=O)C1CCN(S(=O)(=O)c2cccs2)CC1
    -1 | -6 | 3 | 0 | 1.4 | 6 | 3 | 4 | -6 | 2

Source: PubChem BioAssay (several laboratories)
